# A-T KAP1 phos – qHTS Assay for Identifying a Potential Treatment of Ataxia-Telangiectasia; Potency, µM (doses to about 57.5 µM), for the others: at the top dose activation, most hits filed as activators; […] A-T fibroblasts, KAP-1 phosphorylation AlphaLISA; neocarzinostatin DNA damage 30 min before lysis; actives 0.19% (n = 320,000); further: potency means the concentration at half of the fitted maximal effect; % of control where 0% means no effect; nearly all actives have a fitted effect of over 45% in size
#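 ATM-like activity read as KAP-1 phosphorylation via AlphaLISA donor/acceptor antibody pairs after lysis and 6 hr at 25C. Cells were ATM-null patient fibroblasts ([…], hTERT), dosed 60 min, then exposed to the DSB inducer NCS for 30 min.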
# Eya2 phos inh – qHTS Assay for Inhibitors of the Phosphatase Activity of Eya2; Protein phosphatase EYA2 (Homo sapiens), O00167; Potency, µM (doses to about 76.9 µM), inactives show at the highest dose activity, negative = inhibition, hits mostly inhibitors; actives 0.006% (n = 330,000); recombinant Eya2, OMFP fluorescence dephosphorylation (OMFP is methylfluorescein phosphate); AID 488837, 2010; further: potency means the concentration at half of the fitted maximal effect; on the % scale 0 is the no-effect control and ±100 the full control effect
#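 Eya2 protein (added as 0.2 uM solution) was preincubated with compound for 10 min at ambient temperature in 50 mM HEPES pH 7.5, 50 mM NaCl, 5 uM MgCl2, 0.05% BSA, 1 mM DTT. OMFP (added at 50 uM) then reacted 10 min; fluorescence read at 485/525 nm.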
# S-ASM inh – Inhibitors of Secretory Acid Sphingomyelinase (S-ASM): qHTS; Potency, µM (highest dose often 57.5 µM), inactives show top-dose activity change, negative = inhibition, hits mostly inhibitors; actives 0.006% (n = 340,000); Sphingomyelin phosphodiesterase (Homo sapiens), P17405; placental ASM, HMU-PC fluorogenic substrate, 60 min; further: potency means the concentration at half of the fitted maximal effect
#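 Fluorogenic HMU-PC substrate (9 uM final) is turned over by placental ASM in 60 min at 37 C after a 10 min compound preincubation. Reaction ended by alkaline stop (pH 10), with fluorescence read at 386/447 nm.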
# Chronic BCR inh – qHTS Assay to Find Inhibitors of Chronic Active B-Cell Receptor Signaling; ABC-DLBCL IkBa-CBG/CBR reporter, luminescence ratio, 4 h; Potency, µM (highest dose often 46.1 µM), for inactives: top-dose ratio change, negative = lower green/red ratio, usual class: inhibitors; actives 0.05% (n = 340,000); active means well fitted inhibition curve with a large enough effect in the signal ratio, with a control signal flat, not every such curve was filed as active; inconclusive means small, poorly fitted or top-dose-only effect, or effect the other way, or a change in a side signal; the % refers to the signal ratio;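 further: potency means the concentration at half of the fitted maximal effect; plate controls were basal doxycycline-induced cells for no effect and cells given 10 µM MG132 for full effect; MG132 reads +100%, hits lower the ratio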
#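 Compounds up to 46 uM were incubated four hours with TMD8 cells whose green CBG68 luciferase is fused to IkappaBalpha; red CBR luminescence normalised the signal, and concentration-effect curves were fitted to fusion, red and ratio data.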
# ELG1 DNA repair – qHTS screen for small molecules that inhibit ELG1-dependent DNA repair in human embryonic kidney (HEK293T) cells expressing luciferase-tagged ELG1; HEK293T ELG1-luciferase reporter, luminescence, 16 h; DNA damage induced by 5-fluorouridine; Potency, µM (top dose mostly 46.1 µM), for inactives: top-dose activity change, negative = inhibition, usual class: inhibitors; actives 2.3% (n = 330,000); AID 504467, 2011; further: potency means the concentration at half of the fitted maximal effect; on the % scale 0 is the no-effect control and ±100 the full control effect; nearly all actives have a fitted effect of over 55% in size
#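 5-Fluorouridine DNA damage + compound/DMSO, 2,000 cells/well, 16 h, 37 °C/5% CO2. ONE-Glo, 30 min RT, luminescence. Readout = decrease in reporter signal.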
# Mito fusion act – qHTS Assay for Small Molecule Inhibitors of Mitochondrial Division or Activators of Mitochondrial Fusion. AID 485298, 2010. S. cerevisiae fusion-defective mutant growth rescue, CellTiterGlo 48 h. actives 0.23% (n = 320,000). Potency, µM (highest dose often 46.1 µM), for the others: at the highest dose growth rescue (activation), most hits filed as activators;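 further: potency means the concentration at half of the fitted maximal effect; % of control where 0% means no effect; nearly all actives have a fitted effect of over 45% in size; temperature-sensitive fusion mutants such as fzo1-1 at 37 °C on non-fermentable ethanol glycerol medium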
#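 S. cerevisiae fusion-defective temperature-sensitive mutants (e.g. fzo1-1, mgm1-5) grown 48 h at 37C in YPEG (ethanol/glycerol non-fermentable) medium with 23 nl compound per well; growth rescue read as CellTiterGlo luminescence.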
# Tb PFK inh – qHTS Assay to Find Inhibitors of T. brucei phosphofructokinase; ATP-dependent 6-phosphofructokinase (Trypanosoma brucei brucei), O15648; T. brucei PFK, ADP-Glo luminescence; Potency, µM (titrated, usually from 57.5 µM), for inactives: at the highest dose activity, negative = inhibition, hits mostly inhibitors; actives 0.17% (n = 330,000);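 further: potency means the concentration at half of the fitted maximal effect; 0% = uninhibited 1x PFK enzyme wells and -100% = no-enzyme wells; nearly all actives have a fitted effect of over 60% in size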
#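 ADP-Glo luminescence quantified ADP after 45 min at room temperature, with 1.25 nM T. brucei PFK, 0.1 mM ATP and 0.5 mM fructose-6-phosphate in pH 8.0 TEA buffer. qHTS titrations up to 57 µM; curves classified by quality.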
# TSG101-PTAP inh – qHTS Assay for Iinhibitors of HIV-1 Budding by Blocking the Interaction of PTAP/TSG101; Tumor susceptibility gene 101 protein (Homo sapiens), Q99816; Fluorescence polarization, FITC-PTAP peptide / Tsg101 binding; Potency, µM (titrated, usually from 115 µM), for the others: top-dose activity change, negative = inhibition, usual class: inhibitors; 340,000 tested, under 10 active; active means well fitted inhibition curve with a large enough effect in the main read-out, with a control signal flat, not every such curve was filed as active; inconclusive means small, poorly fitted or top-dose-only effect, or effect the other way, or a change in a side signal; inactive means no such curve, though single readings can be large or run the other way; further: potency means the concentration at half of the fitted maximal effect; % of control where 0% means no effect
#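 Fluorescence polarization binding of Tsg101 binding domain (10 uM final) to FITC-labeled PTAP peptide (50 nM final) in HEPES pH 7.5 buffer with NaCl, Tween 20, EDTA, TCEP. Compounds added before peptide; binding 20 min at RT.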
# Integrin act MD – qHTS for Activators of Integrin-Mediated Alleviation for Muscular Dystrophy; alpha7betagal myoblasts, beta-gal FDG fluorescence, 48 h; Potency, µM (top dose mostly 38.3 µM), for inactives: at the top dose activation, actives largely listed as activators; actives 0.064% (n = 350,000);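 further: potency means the concentration at half of the fitted maximal effect; 100% = response of the positive control SU9516; nearly all actives have a fitted effect of over 60% in size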
#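 Alpha7betagal+/- myoblasts (passage 13) were plated 16-24 hr, then exposed to compounds (1:260 dilution of DMSO stock) for 48 hours at 37C. After MPER lysis, β-galactosidase reporter activity was read as FDG fluorescence (ex 480/em 540) after 30 minutes.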
# TSHR antagonist – Antagonists of the Thyroid Stimulating Hormone Receptor: HTS campaign | Thyrotropin receptor (Homo sapiens), P16473 | TSHR-expressing cells, TSH-stimulated cAMP HTRF, 2 h; stronger effect = lower value | activity change, negative = inhibition, % at 11.5 µM | actives 0.2% (n = 330,000);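 active means activity change below a set negative limit, meaning inhibition stronger than a set level, cut at about -70% in these data; inconclusive means activity change between two set negative limits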; further: on the % scale 0 is the no-effect control and ±100 the full control effect
# Target sequence (P16473 whole entry, looked up): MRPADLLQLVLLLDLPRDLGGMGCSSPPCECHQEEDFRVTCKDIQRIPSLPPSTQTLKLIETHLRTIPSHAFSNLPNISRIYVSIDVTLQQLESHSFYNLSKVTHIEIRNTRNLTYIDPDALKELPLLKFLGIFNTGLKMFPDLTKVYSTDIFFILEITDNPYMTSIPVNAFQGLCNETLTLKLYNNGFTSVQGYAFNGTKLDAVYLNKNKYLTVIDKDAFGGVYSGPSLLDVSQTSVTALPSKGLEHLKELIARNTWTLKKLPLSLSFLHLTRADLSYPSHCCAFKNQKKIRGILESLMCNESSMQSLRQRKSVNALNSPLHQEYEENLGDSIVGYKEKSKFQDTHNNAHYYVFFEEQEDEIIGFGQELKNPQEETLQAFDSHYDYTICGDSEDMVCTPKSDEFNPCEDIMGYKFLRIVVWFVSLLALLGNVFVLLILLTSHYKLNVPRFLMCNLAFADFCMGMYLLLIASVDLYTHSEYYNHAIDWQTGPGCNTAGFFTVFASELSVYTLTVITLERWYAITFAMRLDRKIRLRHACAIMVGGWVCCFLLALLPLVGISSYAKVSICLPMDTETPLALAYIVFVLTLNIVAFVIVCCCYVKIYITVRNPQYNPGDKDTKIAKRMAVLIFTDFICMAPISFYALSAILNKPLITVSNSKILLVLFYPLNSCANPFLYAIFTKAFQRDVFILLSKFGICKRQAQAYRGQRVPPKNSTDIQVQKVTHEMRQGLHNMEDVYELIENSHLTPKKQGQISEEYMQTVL
#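 Freshly harvested TSHR cells receive pin-tooled compound, then EC80 TSH at 4nM final. After 2 hours at 37 deg C, antibody in lysis buffer and cAMP-d2 are added; 30 minutes at ambient temperature precede the HTRF read.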
# TCR act – Activators of T cell receptors: qHTS campaign. primary human leukocytes, anti-CD3, IL-2 HTRF, 48 h. Potency, µM (highest dose often 9.22 µM), for inactives: at the top dose activation of IL-2 secretion, actives largely listed as activators. 330,000 tested, under 10 active; further: % of control where 0% means no effect
#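 IL-2 produced over 48 hr by a-CD3 bead-stimulated primary human leukocytes exposed to compounds was detected with a homogeneous time-resolved FRET immunoassay, 665nm acceptor signal after 320nm excitation.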
# * marks the source's active call; other numbers are inactive results; u = inconclusive; x = no result given; [ ] = another dose, or the depositor's remark. Unless noted, the call rests on the fitted dose curve; in most records, active means well fitted curve in the direction sought with a large enough effect; inconclusive means small, poorly fitted or top-dose-only effect, or another doubt; inactive means no such curve, though single readings can be large; an effect the other way counts as inactive or inconclusive.
SMILES	Tb PFK inh	TSHR antagonist	A-T KAP1 phos	Chronic BCR inh	Mito fusion act	S-ASM inh	TSG101-PTAP inh	TCR act	Eya2 phos inh	Integrin act MD	ELG1 DNA repair
CCOC(=O)C(NC(=O)NCc1cccc(C(F)(F)F)c1)(OCC)C(F)(F)F (configuration not stated)	1%	-1	-1%	u	-13%	-3%	-3%	2%[46.1 µM]	-4%	-11%	-14%
O=S(=O)(Nc1cccc2ccccc12)c1cccs1	1%	-2	2%	u	1%	-1%	0%	0%	-3%	-5%	15%
CCOc1ccccc1N1CCN(C(=O)NCc2ccc(C)cc2)CC1	-17%	40	21%	2%	-30%	2%	0%	9%	4%	9%	-4%
CNc1ncc(C(=O)C(C)(C)C)s1	-5%	4	0%	-1%	-2%	1%	-3%	-11%	13%	4%	u
COc1cccc(/C=C2\SC(=S)N(CCCC(=O)Nc3cc(C)on3)C2=O)c1	-3%	17	0%	u	-4%	-2%	7%	-2%	4%	-27%	2%
CCOCc1nnc(NC(=O)c2c(-c3ccccc3)noc2C)s1	-22%	0	-2%	1%	10%	5%	-11%	4%	3%	14%	6%
COc1ccc(-n2nc3c(c2NC(=O)c2cc4ccccc4o2)CS(=O)(=O)C3)cc1	2%	2	8%	-7%	0%	-1%	1%	-3%	-5%	-11%	-18%
CCCOC(=O)C1=C(C)NC(=O)NC1c1ccc(Br)s1 (configuration not stated)	-3%	-4	3%	u	3%	-3%	-2%	2%	-7%	0%	0%
COc1ccc(N(C(=O)c2ccncc2)S(=O)(=O)c2ccc(F)cc2)cc1	0%	0	-12%	-8%	1%	x	x	x	6%	x	4%
CCCN1C2CCCC1CC(NC(=O)c1ccccc1F)C2 (configuration not stated)	-15%	2	-1%	6%	-4%	6%	-10%	-8%	21%	24%	0%
NS(=O)(=O)c1ccc(N2CCN(C(=O)c3ccco3)CC2)nc1	-21%	x	25%	3%	x	3%	-1%	7%	6%	-2%	6%
Cc1nn(C)c(Cl)c1CN1CCN(C2CCCCC2)C(CCO)C1 (configuration not stated)	-12%	12	-5%	-13%	-6%	-1%	3%	0%	1%	-29%	-7%
O=C(COC(=O)c1ccccc1NC(=O)c1ccco1)NC1CCS(=O)(=O)C1 (configuration not stated)	0%	-3	-10%	u	6%	6%	-2%	-4%	-2%	4%	6%
CCNC(=O)C1CC(=O)N(Cc2ccc3c(c2)OCO3)C(=Nc2ccc(OCC)cc2)S1 (configuration not stated)	-8%	6	-4%	u	-7%	2%	-1%	-1%	-20%	12%	u
Cc1nc2cc(NS(=O)(=O)c3cccc4cccnc34)ccc2s1	-3%	13	7%	-28%	5%	4%	0%	x	0%	-4%	u
O=C(NNC(=O)C1CC(c2cccs2)=NO1)NC1CCCCC1 (configuration not stated)	-8%	10	0%	-3%	2%	4%	1%	5%	0%	-302%[inhibitor]	10%
Cc1ccc(NC(=O)CN2CCN(Cc3ccccc3)CC2)cc1F	1%	9	1%	-6%	-6%	2%	-2%	-7%	-13%	-12%	-1%
Cc1csc(NC(=O)C2CCC(C)(C(=O)O)C2(C)C)n1 (configuration not stated)	2%	10	5%	-1%	1%	1%	-2%	6%	-1%	8%	10%
CN(C)c1ccc(/C=N/c2cc(-c3ccccc3)nn2-c2ccccc2)cc1	0%	8	3%	20%	-1%	-16%	3%	-7%	7%	-19%	0%
Cc1ccc(F)cc1NC(=O)c1sc2ncn(CC(=O)N3CCN(c4ccccn4)CC3)c(=O)c2c1C	0%	10	6%	3%	-6%	0%	-4%	-7%	1%	0%	-6%
CCN1C(=O)/C(=C\c2ccc(-c3cccc(C(=O)OC)c3)o2)SC1=Nc1ccc(C(=O)O)cc1	2%	-16	-6%	1%	1%	x	x	x	4%	x	0%
C/C(=N\NC(=S)NC1CCCCC1)c1c(F)cccc1F	-4%	-4	3%	u	-4%	-3%	0%	x	-5%	-18%	u
CC(C)N(CCNC(=O)c1ccc(NC2=NC3CS(=O)(=O)CC3S2)cc1)Cc1ccco1 (configuration not stated)	10%	9	-10%	-3%	1%	-1%	0%	2%	6%	3%	1%
COc1ccccc1CNC(=S)NCc1ccc(Cl)cc1	1%	-10	8%	2%	-10%	2%	1%	4%	-9%	-26%	3%
CC(=O)Nc1cc2c(cc1Br)OCCO2	3%	3	4%	u	-9%	2%	-2%	-2%	-25%	20%	-8%
COCCc1nc2ccc(C(=O)N(C)Cc3cccc(-n4cccn4)c3)cc2o1	1%	5	6%	-1%	-1%	-2%	-6%	-3%	2%	-14%	u
CC(C)c1ccc2c(c1)CCC1C(C)(CN)CCCC21C (configuration not stated)	0%	21	-1%	-16%	-46%[inhibitor]	-6%	-1%	1%	2%	-57%[inhibitor]	17%
N=c1c2c(-c3ccccc3)c(-c3ccccc3)n(Cc3ccco3)c2ncn1Cc1ccco1	3%	-14	10%	u	11%	-7%	-4%	-5%	-12%	-69%[inhibitor]	-4%
Cc1ccc(OCCNC(=O)CCC(=O)N2CCOCC2)cc1	2%	1	11%	-5%	-3%	4%	-1%	8%	-14%	4%	13%
CCCCN(C(=O)CSCC(=O)Nc1ccc(C)cc1)c1c(N)n(Cc2ccccc2)c(=O)[nH]c1=O	-1%	26	-7%	-3%	-5%	5%	0%	0%	0%	-13%	-11%
Cc1ccccc1-c1nc2ccc(Cl)cc2c(=O)n1O	-2%	-11	-2%	-1%	0%	-1%	-10%	6%	1%	-11%	-2%
CCCCOc1ccc(NC(=S)Nc2cc(C)nc(SCCCC)n2)cc1	8%	4	1%	-9%	-7%	-1%	-5%	2%[46.1 µM]	5%	22%	23%
COc1ccc(-c2cc3ccc(OCc4nn[nH]n4)cc3oc2=O)cc1OC	2%	-7	20%	-8%	-3%	300%[activator]	-5%	-3%	5%	2%	13%
O=C(CN1C(=O)COc2ccccc21)NCC1CCCO1 (configuration not stated)	0%	9	-4%	0%	-3%	5%	-7%	4%	-4%	1%	3%
Cc1cccc(NS(=O)(=O)c2cc(NC(=O)CC(=O)c3ccc([N+](=O)[O-])cc3)ccc2C)c1	8%	-15	-2%	-9%	1%	x	x	x	2%	x	u
CCN(CC)S(=O)(=O)c1ccc(NC(=O)c2ccccn2)cc1	-1%	-7	0%	u	2%	1%	-3%	1%	-7%	-11%	u
O=C(Nc1ncc2c(n1)CC(c1ccco1)CC2=O)c1ccc(Cl)cc1 (configuration not stated)	0%	-18	-3%	-3%	7%	0%	-1%	5%	-18%	4%	-12%

# Fetched by structure from the list above:
SMILES	Tb PFK inh	TSHR antagonist	A-T KAP1 phos	Chronic BCR inh	Mito fusion act	S-ASM inh	TSG101-PTAP inh	TCR act	Eya2 phos inh	Integrin act MD	ELG1 DNA repair
COc1cccc(/C=C2\SC(=S)N(CCCC(=O)Nc3cc(C)on3)C2=O)c1	-3%	17	0%	u	-4%	-2%	7%	-2%	4%	-27%	2%
Cc1ccc(F)cc1NC(=O)c1sc2ncn(CC(=O)N3CCN(c4ccccn4)CC3)c(=O)c2c1C	0%	10	6%	3%	-6%	0%	-4%	-7%	1%	0%	-6%

# From PubChem BioAssay

# Compounds as they come; about 3.2% have a hit in one of these screens.
